# POLB inh: DNA polymerase beta (human) inhibition | AID 485314 | 1.3% of 340,000 active | Pol beta primer extension/strand displacement, fluorescence kinetic | Potency, µM (series often up to 114 µM), without a hit: top-dose activity change, negative = inhibition, most hits filed as inhibitors | P06746; further: potency means the concentration at half of the fitted maximal effect; on the % scale 0 is the no-effect control and ±100 the full control effect
#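 Homogeneous kinetic assay of primer extension and strand displacement by 10 nM Pol beta, preincubated 15 min at room temperature with compound before 50 nM substrate (final) was added. Read at 0 and 10 min; four-parameter Hill fit.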
# PGK inhibitor: T. brucei PGK inhibition; P07378; PGK/GAPDH coupled, Kinase-Glo luminescence, 60 min; Potency, µM (series often up to 57.5 µM), for inactives: top-dose activity change, negative = inhibition, hits mostly inhibitors; 0.043% of 380,000 active; AID 602233; further: potency means the concentration at half of the fitted maximal effect; on the % scale 0 is the no-effect control and ±100 the full control effect; nearly all actives have a fitted effect of over 60% in size
#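 Luminescent ATP detection (Kinase-Glo Plus) follows a 60-minute room-temperature incubation, with wells lacking PGK as controls. Buffer: 100 mM TEA (pH 7.6), 5 mM MgCl2, 0.01% Tween-20. Coupling enzyme GAPDH (100 nM final) supplies unstable 1,3-BPG in-well.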
# APEX1 inh: inhibitors of human APE1 endonuclease; Potency, µM (doses to about 65.8 µM), inactives show top-dose activity change, negative = inhibition, most hits filed as inhibitors; recombinant APE1, TAMRA/BHQ-2 abasic DNA cleavage fluorescence; 0.35% of 350,000 active; P27695;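 further: potency means the concentration at half of the fitted maximal effect; plate controls were vehicle for no effect and reference inhibitor for full effect; nearly all actives have a fitted effect of over 55% in size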
#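 Kinetic fluorescence read (525 ex/598 em nm, three reads 60 s apart) of AP-site incision; signal = third minus first read. Enzyme 0.75 nM, dual-labelled THF duplex 50 nM, compound preincubation 15 min RT.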
# Pol kappa inh: inhibitors of human DNA polymerase kappa | purified Pol kappa, fluorescent DNA synthesis assay, 10 min | Potency, µM (series often up to 107 µM), for inactives: at the top dose activity, negative = inhibition, actives largely listed as inhibitors | 0.53% of 400,000 active | AID 588579; further: potency means the concentration at half of the fitted maximal effect; on the % scale 0 is the no-effect control and ±100 the full control effect
#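 Kinetic fluorescence screen: compound preincubated 15 min RT with 10 nM enzyme; 50 nM substrate (final) initiates; reads at 0/10 min.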
# Pol iota inh: blocks human DNA polymerase iota activity; Q9UNA4; Pol iota fluorescent replication assay, 10 min; Potency, µM (titrated, usually from 115 µM), for inactives: top-dose activity, negative = inhibition, actives largely listed as inhibitors; 1% of 390,000 active; further: potency means the concentration at half of the fitted maximal effect
#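 Fluorescent replication assay read twice, at 0 min and 10 min after adding 50 nM (final) substrate. Enzyme (10 nM) and compounds were first incubated 15 min at room temperature; enzyme-free buffer wells were negative controls.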
# RXFP1 antag: RXFP1 (human) relaxin receptor antagonism; activity change, negative = inhibition, % at 57.5 µM; HEK293-RXFP1, relaxin-stimulated cAMP HTRF, 30 min; hits give low values; 0.59% of 350,000 active;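 active means activity change of -60% or lower, but not beyond a set lower limit; inconclusive means change between -60% and -40%, or beyond the set limit; inactive means change above -40%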; further: on the % scale 0 is the no-effect control and ±100 the full control effect
# Pol eta inh: DNA polymerase eta (human) inhibition; Potency, µM (series often up to 114 µM), without a hit: at the highest dose activity change, negative = inhibition, hits mostly inhibitors; recombinant Pol eta, fluorescent DNA replication assay; 1.2% of 390,000 active; Q9Y253; further: potency means the concentration at half of the fitted maximal effect; on the % scale 0 is the no-effect control and ±100 the full control effect
#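 Pol eta (10 nM) was preincubated with compounds for 15 min at room temperature, after which fluorescent replication substrate (50 nM final) was added to start the reaction. Fluorescence was read kinetically at 0 and 10 min.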
# BLM helicase inh: Bloom syndrome helicase (human) inhibition; P54132; recombinant BLM DNA unwinding, fluorescence dequenching; Potency, µM (highest dose often 56.1 µM), for the others: top-dose activity change, negative = inhibition, most hits filed as inhibitors; 0.2% of 350,000 active; AID 2528;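 further: potency means the concentration at half of the fitted maximal effect; plate controls were vehicle for no effect and no enzyme for full effect; nearly all actives have a fitted effect of over 35% in size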
# Target sequence (P54132 whole entry, looked up): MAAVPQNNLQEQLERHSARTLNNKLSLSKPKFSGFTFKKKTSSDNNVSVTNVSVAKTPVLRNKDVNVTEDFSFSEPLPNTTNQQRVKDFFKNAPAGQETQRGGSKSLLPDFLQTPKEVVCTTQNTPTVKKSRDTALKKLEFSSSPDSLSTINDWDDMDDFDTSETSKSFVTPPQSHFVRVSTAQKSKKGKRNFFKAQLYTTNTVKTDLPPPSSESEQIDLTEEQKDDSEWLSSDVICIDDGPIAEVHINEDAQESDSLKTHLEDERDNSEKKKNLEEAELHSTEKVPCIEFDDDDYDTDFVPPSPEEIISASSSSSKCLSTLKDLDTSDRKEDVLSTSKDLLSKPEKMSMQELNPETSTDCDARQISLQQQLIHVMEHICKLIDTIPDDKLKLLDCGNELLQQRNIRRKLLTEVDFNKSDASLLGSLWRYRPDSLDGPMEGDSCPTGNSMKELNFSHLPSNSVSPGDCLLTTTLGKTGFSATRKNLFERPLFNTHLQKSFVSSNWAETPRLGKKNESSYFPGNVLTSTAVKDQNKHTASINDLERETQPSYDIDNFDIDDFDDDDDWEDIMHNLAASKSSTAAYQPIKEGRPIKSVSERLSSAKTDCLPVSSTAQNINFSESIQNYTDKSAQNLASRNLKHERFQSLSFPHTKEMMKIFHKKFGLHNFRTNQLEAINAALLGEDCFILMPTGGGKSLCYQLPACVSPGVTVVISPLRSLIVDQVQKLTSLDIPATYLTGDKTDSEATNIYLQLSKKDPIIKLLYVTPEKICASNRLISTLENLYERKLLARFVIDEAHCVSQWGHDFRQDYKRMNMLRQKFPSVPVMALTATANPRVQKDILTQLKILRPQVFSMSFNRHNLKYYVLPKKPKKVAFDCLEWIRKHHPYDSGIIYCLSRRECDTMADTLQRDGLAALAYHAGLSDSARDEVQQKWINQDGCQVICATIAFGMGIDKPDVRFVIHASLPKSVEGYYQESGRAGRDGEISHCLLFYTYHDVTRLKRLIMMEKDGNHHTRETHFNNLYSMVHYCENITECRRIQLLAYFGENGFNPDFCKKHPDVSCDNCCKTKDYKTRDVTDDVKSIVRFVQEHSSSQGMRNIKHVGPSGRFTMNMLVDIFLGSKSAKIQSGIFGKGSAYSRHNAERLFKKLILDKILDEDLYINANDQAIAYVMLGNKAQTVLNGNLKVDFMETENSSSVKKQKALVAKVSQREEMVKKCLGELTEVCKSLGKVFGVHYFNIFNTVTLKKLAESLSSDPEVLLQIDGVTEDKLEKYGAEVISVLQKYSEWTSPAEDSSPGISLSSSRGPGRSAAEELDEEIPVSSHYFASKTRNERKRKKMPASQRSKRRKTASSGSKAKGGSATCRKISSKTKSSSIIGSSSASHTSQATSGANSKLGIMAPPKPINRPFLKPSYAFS
# Apoferritin bind: candidate novel general anesthetic via apoferritin binding; P02791; apoferritin/1-aminoanthracene competitive binding, fluorescence; Potency, µM (titrated, usually from 77.5 µM), inactives show at the top dose activity change, negative = displacement, most hits filed as inhibitors; 0.074% of 350,000 active; AID 485281; further: potency means the concentration at half of the fitted maximal effect; on the % scale 0 is the no-effect control and ±100 the full control effect; nearly all actives have a fitted effect of over 20% in size
#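 Horse-spleen apoferritin (10 uM) was mixed with 50% saturated 1-aminoanthracene in PBS, exposed to compounds for 10 min at room temperature, and read for fluorescence (ex 380 nm, em 535 nm). Competitive displacement was fitted with a four-parameter Hill equation.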
# Numbers without * were called inactive; i = inactive; ? = inconclusive; . = no result given; & = joins results of further samples; [ ] = remark or other dose. Unless noted, the call rests on the fitted dose curve; in most records, active means well fitted curve in the direction sought with a large enough effect; inconclusive means small, poorly fitted or top-dose-only effect, or another doubt; inactive means no such curve, though single readings can be large; an effect the other way counts as inactive or inconclusive.
entry | canonical_smiles | POLB inh | PGK inhibitor | APEX1 inh | Pol kappa inh | Pol iota inh | RXFP1 antag | Pol eta inh | BLM helicase inh | Apoferritin bind
1 | O=C(COc1ccccc1[N+](=O)[O-])N/N=C/C=C/c1ccco1 | ? | i | 0% | -36% | ? | -25 | ? | ? | ?
2 | Cc1ccc(N(C)S(=O)(=O)c2cccc(C(=O)NNC(=O)c3ccncc3)c2)cc1 | . | -1% | -19% | 4% | -14% | -1 | 4% | . | .
3 | Cc1ccc(NS(=O)(=O)c2cc(N)ccc2Cl)c(C)c1 | 0% | -4% | -11% | -22% | 28% | 15 | -18% | -19% | ?
4 | O=C(Nn1cnnc1)c1cc2cc(Br)ccc2oc1=O | 17% | -3% | 2% | -9% | 2% | 11 | -7% | -1% | -4%
5 | O=C/C(=C\Nc1ccc(S(=O)(=O)CCO)cc1)c1nc2cc(Cl)ccc2o1 | -25% | -8% | -4% | 2% | 26% | -18 | -18% | 1% | ?
6 | Cc1ccc(NC(=O)N2CCCC2C(=O)Nc2ccc3c(c2)OCO3)cc1 (stereo not given) | 15% | 3% | 0% | -5% | 11% | 5 | -22% | -1% | 4%
7 | COc1ccc(-n2cc(CN(C)CCO)c(-c3cccc(F)c3)n2)cc1 | -29% | 4% | 8% | 4% | 0% | -3 | -22% | -8% | -10%
8 | COc1ccccc1NS(=O)(=O)c1cccc(C(=O)N/N=C(/C)c2ccc(-n3ccnc3)cc2)c1 | . | -2% | . | -9% | 7% | -5 | -9% | . | .
9 | NC(=S)Nc1ccc(Oc2ccc(NC(N)=S)cc2)cc1 | 35% | . | 12% | -1% | 7% | 15 | 7% | -4% | -12%
10 | COc1cc(NC(=O)Nc2ccc(C)cc2)cc([N+](=O)[O-])c1 | 26% | 0% | -9% | -8% | 167%[activator] | -13 | -13% | 1% | -10%
11 | N=C1C(=O)OCC1c1ccccc1NC(=O)c1ccccc1 (stereo not given) | 5% | 8% | -8% | -14% | 13% | 6 | -16% | 0% | -2%
12 | O=C(NCCC1=CCCCC1)C1CCN(S(=O)(=O)c2cccs2)CC1 | 4% | -2% | -3% | -4% | -2% | -12 | -8% | -2% | -23%
13 | Cc1nonc1OCCNc1ccc([N+](=O)[O-])cc1 | 97% | 31%[activator] | -6% | -25% | 31%[activator] | 5 | 0% | -1% | -9%
14 | CCOC(=O)C1=C(CS(=O)(=O)c2ccc(C)cc2)NC(=O)NC1c1cc(OC)c(O)c(OC)c1 (stereo not given) | 5% | -5% | 22% | 4% | 7% | 8 | -14% | 0% | -8%
15 | CC(=O)N1CCN(c2ccc(NCc3ccc(-c4ccc(Br)cc4)o3)cc2)CC1 | . | i | 13% | -7% | 73%[activator] | . | -7% | . | .
16 | Cc1cc(C)c2[nH]c(=O)c(C(c3nnnn3C(C)(C)C)N(Cc3ccco3)CC3CCCO3)cc2c1 (stereo not given) | -1% | -3% | 2% | 0% | 27% | -12 | -6% | -8% | -10%
17 | O=C(Nc1ncc([N+](=O)[O-])s1)C1CC(=O)N(c2ccc(F)cc2)C1 (stereo not given) | 47% | 6% | -4% | -3% | 11% | 0 | -5% | -4% | 7%
18 | Cc1nn(CC(=O)Nc2c(F)cc(F)cc2Br)c(=O)c2cccn12 | 5% | -4% | 48% | 8% | -1% | 1 | -10% | 2% | ?
19 | COC1CCN(Cc2cn(Cc3ccccc3)nc2-c2cc3ccccc3o2)CC1 | 25% | -4% | 13% | -5% | -29% | -16 | -19% | 4% | -20%
20 | COc1ccc(Cc2nc3ccc(C(=O)NCc4ccccc4Cl)cc3o2)cc1 | -22% | 0% | . | -8%[60.1 µM] | 16% | -3 | -10% | -7% | -5%
21 | CC(NC(=O)c1cccnc1)C(c1cccs1)N1CCOCC1 (stereo not given) | 37% | 2% | 1% | 4% | 4% | -4 | -12% | -15% | 0%
22 | CN(Cc1nc2ccc(F)cc2[nH]1)C(=O)C1CCC(=O)N(C2CC2)C1 (stereo not given) | 16% | -1% | 50%[activator] | -4% | 21% | -4 | -14% | -1% | -6%
23 | COc1ccc2oc(C(=O)OC(C)C(=O)NCc3ccccc3)c(C)c2c1 (stereo not given) | . | 0% | -4% | 3% | 7% | 3 | 1% | . | .
24 | CCCn1c(-c2ccccc2)cc(SC)c(C#N)c1=O | -2% | -6% | -1% | -5% | -19% | -15 | -7% | 0% | -6%
25 | Cc1c(CCOC(=O)c2cc([N+](=O)[O-])cc([N+](=O)[O-])c2)sc[n+]1CC(=O)c1ccccc1 | 2% | -1% | ? | 4% | 28% | 5 | -17% | 53%[activator] | ?
26 | Cn1ncc(Cl)c1C(=O)NCc1ccc(Cl)cc1 | -12% | -9% | -2% | -15% | 18% | 4 | -7% | -1% | ?
27 | Cc1cc(C(=O)N/N=C(\CCC(=O)O)c2cccs2)c2ccccc2n1 | -5% | -8% | 0% | 6% | 3% | 8 | 0% | 1% | -12%
28 | CC(N)=O | 10%[57.1 µM] | . | 7% | -24%[60.1 µM] | -2%[58.9 µM] | . | 6%[57.1 µM] | . | .
29 | COc1cc(Cl)c(C)cc1NC(=O)COC(=O)c1cc(SC)ccc1Cl | 3%[57.1 µM] | -3% | -4% | 2% | 8% | -12 | -25% | 4% | -11%
30 | CCOC(=O)c1noc2ncn(CC(=O)Nc3ccc(F)cc3Cl)c(=O)c12 | -30% | -10% | . | 0%[60.1 µM] | -6% | . | -7% | 1% | 1%

# Shown field by field: entries from further up.
17	O=C(Nc1ncc([N+](=O)[O-])s1)C1CC(=O)N(c2ccc(F)cc2)C1 (stereo not given)
  POLB inh = 47%; PGK inhibitor = 6%; APEX1 inh = -4%; Pol kappa inh = -3%; Pol iota inh = 11%; RXFP1 antag = 0; Pol eta inh = -5%; BLM helicase inh = -4%; Apoferritin bind = 7%

18	Cc1nn(CC(=O)Nc2c(F)cc(F)cc2Br)c(=O)c2cccn12
  POLB inh = 5%; PGK inhibitor = -4%; APEX1 inh = 48%; Pol kappa inh = 8%; Pol iota inh = -1%; RXFP1 antag = 1; Pol eta inh = -10%; BLM helicase inh = 2%; Apoferritin bind = ?

19	COC1CCN(Cc2cn(Cc3ccccc3)nc2-c2cc3ccccc3o2)CC1
  POLB inh = 25%; PGK inhibitor = -4%; APEX1 inh = 13%; Pol kappa inh = -5%; Pol iota inh = -29%; RXFP1 antag = -16; Pol eta inh = -19%; BLM helicase inh = 4%; Apoferritin bind = -20%

20	COc1ccc(Cc2nc3ccc(C(=O)NCc4ccccc4Cl)cc3o2)cc1
  POLB inh = -22%; PGK inhibitor = 0%; APEX1 inh = .; Pol kappa inh = -8%[60.1 µM]; Pol iota inh = 16%; RXFP1 antag = -3; Pol eta inh = -10%; BLM helicase inh = -7%; Apoferritin bind = -5%

# The results go on.
entry | canonical_smiles | POLB inh | PGK inhibitor | APEX1 inh | Pol kappa inh | Pol iota inh | RXFP1 antag | Pol eta inh | BLM helicase inh | Apoferritin bind
31 | Cc1ncc([N+](=O)[O-])n1CCN1C(=O)c2ccccc2C1=O | -3% | -4% | 58%[activator] | -6% | 96%[activator] | -3 | -13% | -5% | 2%
32 | CN(C)S(=O)(=O)c1ccc2c(c1)/C(=C/c1cc3c([nH]1)CCCC3)C(=O)N2 | 16%[57.1 µM] | 6% | 34%&9% | 27%[60.1 µM] | 24% | . | 15% | . | .
33 | COc1ccc(NC(=S)Nc2cccnc2)c(OC)c1 | 17% | -6% | 3% | 9% | 14% | 4 | -2% | -1% | -6%
34 | Cc1cc(=O)n2[nH]c(-c3ccc(Cl)cc3)cc2n1 | 4% | -1% | -2% | -15% | -7% | -2 | -1% | -8% | -15%
35 | COCCNC(=O)c1c(C)oc2nc(C)nc(N3CCOCC3)c12 | -12% | -5% | . | -11% | 3% | 7 | -14% | 1% | -3%
36 | Cc1[nH]c2ccc(C(=O)N3CCN(C)CC3)cc2c1C | 0% | -4% | 58%[activator] | -12% | 4% | -2 | -18% | -1% | -9%
37 | NC(=O)[C@H]1CC2(CC(c3cccc(NC(=O)CC(c4ccccc4)c4ccccc4)c3)=NO2)CN1C(=O)c1ccccc1C(=O)c1ccccc1 (stereo not given in full) | 7% | -4% | ? | -3% | ? | . | -5% | -13% | ?
38 | CN(CCO)c1cc(N(C)CCO)c([N+](=O)[O-])cc1[N+](=O)[O-] | 15% | -1% | -2% | -12% | -13% | -4 | 9% | 0% | -18%
39 | CCC1(c2ccccc2)NC(=O)N(CC(=O)Nc2cccc(S(=O)(=O)N3CCCCC3)c2)C1=O (stereo not given) | . | 0% | 22% | -4% | -6% | -15 | -18% | . | .
40 | COc1ccc(C(=O)CN2CCN(c3ccc(Cl)cc3)CC2)cc1OC | ? | 0% | 23% | -36% | 41%[activator] | -18 | -24% | -6% | 0%
41 | O=C(Cn1c(/C=C/c2ccccc2)nc2ccccc21)Nc1ccc(F)cc1 | -16% | -5% | -1% | -15% | 79%[activator] | -29 | -9% | -3% | 91%[activator]
42 | CC(C)c1nn2c(=O)cc(COC(=O)c3cccc(NC(=O)COc4ccc(F)cc4)c3)nc2s1 | 1% | -9% | . | -15%[60.1 µM] | 31%[activator] | 14 | -17% | -1% | 32%[activator]
43 | N#Cc1ccc(C(=O)NNC(=O)c2cccc(S(=O)(=O)N3CCOCC3)c2)cc1 | . | -1% | 12% | -16% | -28% | -7 | -11% | . | .
44 | Cc1ccc(NC2(C#N)C(=O)Nc3ccccc32)cc1 (stereo not given) | -23% | 4% | -11% | 1% | 48% | 2 | -13% | -14% | -2%
45 | Cc1ccc(S(=O)(=O)NCc2ccco2)cc1C(N)=O | -7% | 11% | -3% | 5% | 75%[activator] | -15 | -3% | 1% | -7%
46 | CC(=O)Nc1cccc(OCC(=O)NS(=O)(=O)c2ccc(Cl)cc2)c1 | -2% | -2% | -3% | -8% | ? | -4 | -12% | 1% | 4%
47 | Cc1ccc(S(=O)(=O)NCC2CCCO2)cc1 (stereo not given) | 24% | -1% | 13% | -3% | 88%[activator] | -9 | -21% | -2% | -10%

# Source: PubChem BioAssay (National Center for Advancing Translational Sciences (NCATS))

# Some of the compounds tested; the hit share may differ from the screen's.
